Bioassay records from PubChem.
SARS 3CLpro inh: SARS-CoV 3CLpro protease inhibitors, primary screen, biochemical, quenched FRET. inhibition, % at 6 µM. 290,000 tested, 0.14% active. AID 1706, 2009. Replicase polyprotein 1ab (Severe acute respiratory syndrome coronavirus), P0C6X7. recombinant SARS-CoV 3CLpro, quenched FRET peptide cleavage; in the data active = inhibition above about 12%
Anthrax LF inh2: Bacillus anthracis LF protease inhibitors, primary screen, biochemical, multiplex microsphere, MLPCN library | Lethal factor (Bacillus anthracis), P15917 | multiplex microsphere protease cleavage assay | inhibition, % at 10 µM | 360,000 tested, 0.12% active; also: plate controls were buffer without enzyme for full effect and enzyme alone for no effect
Target sequence (P15917 whole entry, looked up): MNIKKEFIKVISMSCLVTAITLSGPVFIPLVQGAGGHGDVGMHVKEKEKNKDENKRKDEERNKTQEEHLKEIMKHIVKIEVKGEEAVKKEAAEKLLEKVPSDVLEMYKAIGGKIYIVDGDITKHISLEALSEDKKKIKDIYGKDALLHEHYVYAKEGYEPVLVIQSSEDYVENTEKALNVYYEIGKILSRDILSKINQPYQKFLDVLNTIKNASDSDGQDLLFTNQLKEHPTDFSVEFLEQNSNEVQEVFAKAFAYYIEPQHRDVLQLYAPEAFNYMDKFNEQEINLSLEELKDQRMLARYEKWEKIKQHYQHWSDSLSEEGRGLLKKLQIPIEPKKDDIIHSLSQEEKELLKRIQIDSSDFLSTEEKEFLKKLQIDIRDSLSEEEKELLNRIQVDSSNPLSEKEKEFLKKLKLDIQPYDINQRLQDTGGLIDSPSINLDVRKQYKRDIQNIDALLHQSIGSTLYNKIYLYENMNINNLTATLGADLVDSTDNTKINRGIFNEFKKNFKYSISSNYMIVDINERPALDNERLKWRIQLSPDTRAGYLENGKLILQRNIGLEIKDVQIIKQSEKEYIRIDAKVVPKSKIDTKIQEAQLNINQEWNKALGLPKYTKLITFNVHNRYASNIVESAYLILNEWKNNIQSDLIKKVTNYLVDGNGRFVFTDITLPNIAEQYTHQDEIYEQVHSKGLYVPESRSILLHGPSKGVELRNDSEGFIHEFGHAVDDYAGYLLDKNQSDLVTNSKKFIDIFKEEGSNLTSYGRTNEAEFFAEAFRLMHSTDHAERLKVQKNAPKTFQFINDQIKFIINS
PrPC TRFRET: inhibitors of human cell surface prion protein PrPC, primary screen, cell-based, TR-FRET; TR-FRET read-out; inhibition, % at 13.8 µM; 370,000 tested, 0.43% active; in the data active = inhibition above about 24%; also: 0% = median of the test wells and 100% = reference compound wells
PfHsp40 yeast: rescue of yeast from PfHsp40 toxicity, primary screen, S. cerevisiae, ATP luminescence | S. cerevisiae expressing PfHsp40, growth rescue | growth rescue, % at 12.5 µM | 340,000 tested, 0.68% active | AID 504582, 2011; in the data active = growth rescue above about 28%, passing the limit was not always enough;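 also: yeast W303a lacking pdr1 and pdr3 grown in galactose medium; growth measured after three days at 30 °C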
PriA SSB inh: inhibitors of Klebsiella pneumoniae PriA binding to SSB C-terminal tail, primary screen, biochemical, AlphaScreen | PriA–SSB C-terminal tail interaction (Klebsiella pneumoniae) | AlphaScreen SSBct-PriA binding, biotinylated peptide | inhibition, % at 33 µM | 430,000 tested, 0.6% active | AID 1272365, 2023; in the data active = inhibition mostly above about 37%, no sharp cut-off; inactive = mostly below about 20%;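 also: plate controls were negative control peptide for no effect and reference peptide for full effect; strong numbers were not always called active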
BoNT-A LC inh2: BoNT/A light chain protease inhibitors, primary screen, biochemical, flow cytometry, MLPCN library; Botulinum neurotoxin type A light chain protease (Clostridium botulinum A str. ATCC 3502); multiplex microsphere protease substrate cleavage; inhibition, % at 10 µM; 360,000 tested, 0.17% active; AID 588499, 2011; also: plate controls were buffer without enzyme for full effect and enzyme alone for no effect
BH1578 lux ind: inducers of Vibrio cholerae quorum light production without autoinducers, primary screen, BH1578 luxS cqsA deficient, single point. activation, % at 18.7 µM. 350,000 tested, 0.16% active. V. cholerae BH1578 lux reporter, luminescence, 6 h; in the data active = activation mostly above about 9.7%, no sharp cut-off; also: not every result past the cut was called active; inactives centre near 0; reference of the scale not given here
Y pestis TopoI: Yersinia pestis topoisomerase I inhibitors, primary screen, biochemical, cleavage product accumulation, plate reader, single point | 360,000 tested, 0.064% active | Y. pestis Topo-I cleavage product accumulation | DNA topoisomerase I (Yersinia pestis CO92) | AID 504884, 2011 | activity, % at 10 µM; in the data active = activity above about 50%, passing the limit was not always enough; also: inactives centre near 2
TcdB GH inh: TcdB glycohydrolase inhibitors, primary screen, biochemical, single point, plate reader; Toxin B (Clostridioides difficile), P18177; TcdB glycohydrolase enzymatic assay; inhibition, % at 9.99 µM; 350,000 tested, 0.24% active; AID 652162, 2013; in the data active = inhibition above about 10%
* hit, by the source's call; i = inactive; x = not tested or not shown; & = joins results of further samples. Rule as the data show it, unless noted: active = inhibition above about 30%; inconclusive = no clear call, values can overlap the other calls; inactive = below that. A portion of the library; count on the stated rates, not on these rows.

SMILES	SARS 3CLpro inh	Anthrax LF inh2	PrPC TRFRET	PfHsp40 yeast	PriA SSB inh	BoNT-A LC inh2	BH1578 lux ind	Y pestis TopoI	TcdB GH inh
C=C(C)CNc1cc(S(=O)(=O)N2CCOCC2)ccc1Oc1ccccc1	x	-4	8	1.7	2	1.3	-4.0	23	3.7
O=[N+]([O-])c1cc2no[n+]([O-])c2cc1N1CCCCC1	x	-8	-6	-0.4	3	0.3	-5.6	-12	0.9
O=C(Nc1ccc(Cl)cc1)[C@@H]1[C@@H]2C(=O)N(c3ccc4ccccc4c3)C(=O)[C@@H]2[C@H]2C=CC=NN21	1	5	-3	0.1	13	2.1	i	-6	x
Cc1cccc(C(=O)NCC(=O)OCc2nc(N)nc(Nc3ccccc3C)n2)c1	x	-7	0	-1.2	7	-0.4	i	0	0.5
COc1cccc(Cn2cccc(NC(=O)NC3CCCCC3)c2=O)c1	-5	-4	12	0.0	-16	0.4	x	10	x
CC(=O)N1CCc2cc(C(=O)CN3CCN(c4ccccn4)CC3)ccc21	3	-6	9	1.7	-6	0.7	0.1	9	0.1
C/C(=C\C(=O)c1ccc(Cl)s1)N(C)C	1	4	-3	-0.6	-19	0.2	-0.3	9	0.5
Cc1ccc(C(C(=O)NC2CCCC2)N(Cc2cccs2)C(=O)CNC(=O)c2cccs2)o1 (stereo unspecified)	2	-8	12	-0.6	-10	1.0	-0.4	30	x
Cc1ccc(CN2CCN(CCC(C)C)C(CCO)C2)s1 (stereo unspecified)	2	-3	2	-0.3	-6	-0.2	-2.3	-2	-0.7
Cc1cccc2sc(N(CCCN(C)C)C(=O)c3ccc(C(=O)c4ccccc4)cc3)nc12	0	-2	-15&-14	-0.6	36	-0.2	0.8	5	4.8

Some of the entries so far, bar-delimited:
compound | SARS 3CLpro inh | Anthrax LF inh2 | PrPC TRFRET | PfHsp40 yeast | PriA SSB inh | BoNT-A LC inh2 | BH1578 lux ind | Y pestis TopoI | TcdB GH inh
Cc1cccc2sc(N(CCCN(C)C)C(=O)c3ccc(C(=O)c4ccccc4)cc3)nc12 | 0 | -2 | -15&-14 | -0.6 | 36 | -0.2 | 0.8 | 5 | 4.8
C/C(=C\C(=O)c1ccc(Cl)s1)N(C)C | 1 | 4 | -3 | -0.6 | -19 | 0.2 | -0.3 | 9 | 0.5
COc1cccc(Cn2cccc(NC(=O)NC3CCCCC3)c2=O)c1 | -5 | -4 | 12 | 0.0 | -16 | 0.4 | x | 10 | x
O=[N+]([O-])c1cc2no[n+]([O-])c2cc1N1CCCCC1 | x | -8 | -6 | -0.4 | 3 | 0.3 | -5.6 | -12 | 0.9

Next part.
SMILES	SARS 3CLpro inh	Anthrax LF inh2	PrPC TRFRET	PfHsp40 yeast	PriA SSB inh	BoNT-A LC inh2	BH1578 lux ind	Y pestis TopoI	TcdB GH inh
Cc1nn(CCC#N)c(NC(=O)c2ccc(Cl)cc2)c1P(=O)(Nc1ccc([N+](=O)[O-])cc1)N1CCOCC1 (stereo unspecified)	0	x	0	0.8	-10	x	-0.2	0	x
NS(=O)(=O)c1ccc(NC(=O)C2C3C=CC(C3)C2C(=O)O)cc1 (stereo unspecified)	2	3	8	-0.4	-13&-6	-0.6	-0.5	1	0.7
CCCCN(C=O)c1c(CC)nc2ccc(C(=O)NCCCn3ccnc3)cn12	x	2	-1	x	x	0.1	1.2	4	0.8
CCOc1ccc(NC(=O)CN2C(=O)C3CCCN3C2=O)cc1 (stereo unspecified)	1	-3	-3	0.5	-4	-0.7	-0.4	3	0.6
CC(=NCCCN1CCOCC1)c1c(O)[nH]c(=O)[nH]c1=O	0	-3	2	1.1	-6	4.1	-5.6	-1	x
CC(NC(=O)OC(C)(C)C)C(=O)NC(CCC(=O)OCc1ccccc1)C(N)=O (stereo unspecified)	-3	0	1	-0.3	-5	-1.1	0.9	7	1.0
CCC(=O)Nc1ccc(/C(C)=N/NC(=O)c2c(Br)c(C)nn2C)cc1	7	-1	-6	-1.0	x	2.4	-0.6	-1	0.9
COc1ccc(-c2noc(CSc3nc(N)c(-c4ccccc4)c(=O)[nH]3)n2)cc1OC	-4	-12	5	-0.3	-4	0.0	0.2	-7	x
O=C(COc1cc(Cl)c(Cl)cc1Cl)Nn1cnnc1	5	6	-3	-1.1	-13	-0.4	i	2	x
COc1ccc(C(=O)Nc2ccccc2N2CCCC2)cc1S(=O)(=O)N1CCOCC1	x	-1	-3	-0.3	-11	-0.6	1.4	24	1.0
Cc1cc(C)cc(N(C(=O)CNC(=O)c2ccco2)C(C(=O)NC2CCCC2)c2ccncc2)c1 (stereo unspecified)	-9	2	-3	-1.0	-11	0.5	-0.4	-1	1.3
Cc1ccc(NC(=O)COC(=O)CCC(=O)c2ccc(Cl)cc2)cc1S(=O)(=O)N(C)C	8	-1	-3	0.3	-6	-0.1	-0.4	26	x
COc1ccccc1C1CC(c2ccco2)=NN1S(C)(=O)=O (stereo unspecified)	4	1	-4	1.6	7	1.2	-0.4	-3	-1.4
Cc1ccc2ccccc2c1C(O)c1ncc(-c2ccccc2)[nH]1 (stereo unspecified)	x	0	-16	x	x	-0.2	3.3	-5	1.4
CCOc1ccc(CNC(=O)CCC(=O)N2Cc3ccccc3Oc3ncccc32)cc1	-4	2	1	-0.8	-1	0.9	-0.5	16	-3.7
Cc1ccc(S(=O)(=O)NCC2CCC(C(=O)N3CCC4(CC3)OCCO4)CC2)cc1 (stereo unspecified)	0	-5	-4	-0.1	-3	0.1	2.6	11	x
COc1ccc(CCNS(=O)(=O)c2ccc3c(c2)oc(=O)n3C)cc1OC	-1	5	-3	-0.7	-6	-1.0	-0.2	-2	1.0
O=C(c1cc(COc2ccc(F)c(F)c2)on1)N1CCN(C2CCCCC2)C(=O)C1	6	-1	-1	5.0	2	0.2	i	36	-1.8
Cc1cccc(-c2nc(CN3CCCC(C(=O)NC4CCC(C)CC4)C3)c(C)o2)c1 (stereo unspecified)	6	x	7	-0.1	-7	x	-0.3	35	x
CCOC(=O)/C=C1\SCC(=O)N1CC(=O)NC(C)c1ccc(F)cc1 (stereo unspecified)	-5	-5	-3	1.9	-1	1.3	-6.2	-9	0.8
O=C(CSc1ncc(-c2ccccc2)n1C1CCCC1)N1CCc2ccccc21	-8	-1	-2	-1.2	8	-1.9	1.1	-1	0.1
C(=C\c1ccccc1)/CSc1nnc(-c2ccccc2)n1Cc1ccco1	7	-2	9	2.4	-17	0.7	-0.9	-3	x
CCCCN1CC(N2CCN(CCO)CC2)CS1(=O)=O (stereo unspecified)	x	-4	9	x	x	-0.5	x	x	1.9
CN(C)C(CNc1nnnn1-c1ccccc1)c1ccco1 (stereo unspecified)	6	-3	-3	-2.3	-2	-0.8	11	-1	x
CCN(c1ccccc1)c1ncnc2c1cnn2-c1ccccc1	1	-4	4	0.2	-15	-0.2	-0.2	27	1.8
O=C(c1cccs1)N1CCC(c2nc(-c3ccc(S(=O)(=O)N4CCOCC4)cc3)no2)CC1	-1	-5	3	-1.4	1	0.4	i	8	x
O=C(c1ccc2c(c1)OCO2)N1CCC2(CC1)OCCO2	0	-6	5	-0.7	-15	0.7	-1.8	-3	x
COc1cc(-c2nc3n(c(=O)c2C#N)CCS3)cc(OC)c1OC	1	2	-4	2.3	5	-1.8	i	0	0.5
COc1cccc2sc3ccc(NCc4ccc5c(c4)OCO5)cc3c(=O)c12	-9	-6	-13	0.9	-8	3.4	-0.4	12	1.6
COc1ccccc1NC(=O)c1sc2ncn(Cc3ccc(C)cc3)c(=O)c2c1C	1	-10	-10	-0.2	-1	-0.4	i	1	x
COC(=O)/C(=C\Nc1ccc(Cl)cc1Cl)NC(=O)c1ccc(OC)cc1	1	-7	9	2.0	-2	0.3	i	1	-1.2
COC(=O)[C@]12CCCCC=C1N(Cc1ccc(Cl)cc1Cl)C(=O)[C@H](CC(=O)NCCc1ccccc1OC)C2	x	-7	-1	x	x	0.2	x	x	-0.4
COc1ccc(S(=O)(=O)NC2(C(F)(F)F)NC(=O)N(CCc3ccc(OC)c(OC)c3)C2=O)cc1 (stereo unspecified)	-3	-5	2	0.0	-12	-1.4	-5.6	-2	1.2
Cn1c(C(=O)NCC2CCCO2)cc2c(=O)[nH]c3ccccc3c21 (stereo unspecified)	-1	-9	3	-0.5	-12	-1.5	-0.4	-12	x
Cc1ccccc1-c1nnc(SCCC(=O)N2CCOCC2)o1	0	1	4	0.8	-7	-0.5	-1.0	2	-0.1
COc1ccccc1Nc1nn2c(=O)c3ccc(C(=O)NCc4cccnc4)cc3nc2s1	-5	2	x	0.6	x	-0.7	-1.0	-4	x
O=C(Nc1cccc(Cl)c1)N(Cc1nc2ccccc2c(=O)[nH]1)Cc1cccs1	1	-1	-2	0.7	-1	-0.2	-0.2	-5	x
COc1ccc(Nc2nccc(-c3ccc(C#N)cc3)n2)cc1	-4	-8	-10	0.5	-6	3.6	i	-23	-0.6
CC(C)Cn1c(SCC(=O)c2ccc(Cl)s2)nnc1-c1ccco1	-3	-2	3	1.5	-9	0.8	i	30	x
CC(=O)c1c(C)[nH]c(C(=O)Nc2cccc(S(=O)(=O)N(C)c3ccccc3)c2)c1C	2	-5	2	1.6	18	-0.6	-0.5	4	1.4
CCCCN(C)CCCNC(=O)CS(=O)Cc1nc(-c2ccc(OC)c(OC)c2)oc1C (stereo unspecified)	-2	1	3	0.6	-4	-0.6	-0.4	-3	x
O=S(=O)(c1ccccc1)N1CCN=C1SCc1cccc(Cl)c1	-4	-3	12	5.7	-67	-0.3	i	18	3.1
CN1c2ccsc2C(O)=C(C(=S)Nc2ccc(F)c(Cl)c2)S1(=O)=O	-7	2	3	5.0	1	0.1	-0.3	-2	x
N#Cc1nc(-c2ccccc2)oc1NCC1CCCO1 (stereo unspecified)	-2	1	-3	0.6	-17	-0.3	0.0	0	0.7
O=C(Cc1ccccc1)Nn1c(-c2ccccc2F)nc2ccccc2c1=O	0	-2	4	-0.6	-4	-0.1	-0.2	1	-0.3
Cc1ccc(OC(=O)c2ccccc2)cc1C	x	-5	-3	0.0	-43	-0.1	1.0	1	0.0
CC1=CCC[C@H]2[C@H](C1)C(=O)C[C@@H](C)[C@]2(C)CC/C(=C/CO)CO	x	-2	-5	1.1	-11	-0.1	-0.4	2	1.8
CCN(CC(=O)Nc1cc(Cl)ccc1C)C(=O)C1CC1	x	-3	0	0.8	-14	1.6	-0.3	7	0.1
O=C(CSCc1ccc(Cl)cc1)Nc1ccc(O)cc1C(=O)O	-4	-3	9	-0.7	-5	-2.4	0.4	1	-0.4
COc1ccc2o/c(=N/NC(=O)c3cccs3)c(C(N)=O)cc2c1	1	-1	-10	1.2	x	-1.2	-0.4	2	1.4
Going on with the list:
SMILES	SARS 3CLpro inh	Anthrax LF inh2	PrPC TRFRET	PfHsp40 yeast	PriA SSB inh	BoNT-A LC inh2	BH1578 lux ind	Y pestis TopoI	TcdB GH inh
CS(=O)(=O)N1CCc2cc(C(=O)O)ccc21	-2	-2	-2	-1.1	-7	0.2	x	6	x
Cc1ccc(OCc2nnc(N)s2)cc1	2	1	-3	0.6	-29	-0.4	-0.3	-8	0.4
COc1ccc(NC(=O)N(C)C[C@H]2Oc3ccc(NS(=O)(=O)c4cccs4)cc3C(=O)N([C@H](C)CO)C[C@@H]2C)cc1	x	1	3	0.4	7	0.0	5.0	4	-0.1&0.7
CCCCC(O)(c1ccccc1)C(CN1CCOCC1)c1ccccc1 (stereo unspecified)	3	-4	8	-0.3	6	-1.0	i	29	-1.4
Cc1nc2ccccc2c(=O)n1-c1ccc(NS(=O)(=O)c2ccc(F)cc2)cc1	x	2	10	0.4	-7	1.7	-2.4	3	0.4
NC(=O)c1ccc(NC(=O)CN2CCN(c3ccc(Cl)cc3)CC2)cc1	-2	0	6	0.5	-26	2.1	i	0	1.0
